Source: PubChem (The Scripps Research Institute Molecular Screening Center)
OXTR agonist – agonists of human oxytocin receptor. P30559. CHO-OTR cells, Fluo-8 calcium fluorescence; normalized: DMSO 0%, oxytocin 100%. activation, % at 3 µM. hit rate 0.32% among 320,000;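 active means activation above the mean of all tested compounds plus 3 SD, cutoff set per screening run, cut at about 20% in these data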;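 further: peak over basal fluorescence ratio from a 100 s FLIPR kinetic read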
CHO-K1 Ca antag – counter-screen for M1 antagonists: effect in parental CHO-K1 cells; AID 602250; hit rate 0.6% among 360,000; ATP-induced calcium, Fluo-8 fluorescence; inhibition, % at 3 µM;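 active means inhibition above a per-plate cutoff, the plate's mean sample inhibition plus 3 SD, cut at about 24% in these data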;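 further: 0% = DMSO plus EC80 ATP and 100% = DMSO alone without ATP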
GPR7 antagonist – human neuropeptides B/W receptor 1 antagonism | inhibition, % at 4.4 µM | GPR7-expressing cells, fluorescence antagonist assay | P48145 | AID 1861 | hit rate 1.1% among 290,000; in the data active means inhibition above about 16%, passing the limit was not always enough;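 further: cells stimulated with the agonist NPW; 0% = agonist with vehicle and 100% = vehicle without agonist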
Target sequence (P48145 whole entry, looked up): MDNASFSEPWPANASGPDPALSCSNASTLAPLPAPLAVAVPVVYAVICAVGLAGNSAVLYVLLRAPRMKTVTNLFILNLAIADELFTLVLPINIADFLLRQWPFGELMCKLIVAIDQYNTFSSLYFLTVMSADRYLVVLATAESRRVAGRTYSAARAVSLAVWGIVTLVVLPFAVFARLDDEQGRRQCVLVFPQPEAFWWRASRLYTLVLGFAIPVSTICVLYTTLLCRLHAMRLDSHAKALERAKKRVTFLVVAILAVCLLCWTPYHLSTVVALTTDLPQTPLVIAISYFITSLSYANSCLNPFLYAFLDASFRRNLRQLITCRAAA
TAAR1 antag – human TAAR1 antagonism; hit rate 1.5% among 360,000; CHO RD-HGA16 TAAR1, Fluo-8 calcium fluorescence, antagonist; inhibition, % at 3 µM; AID 624466;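 active means inhibition above a per-plate cutoff, the mean inhibition of test compounds on that plate plus 3 SD, cut at about 49% in these data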;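 further: 0% = DMSO plus EC80 beta-PEA response and 100% = DMSO alone without agonist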
Target sequence (Q96RJ0 whole entry, looked up): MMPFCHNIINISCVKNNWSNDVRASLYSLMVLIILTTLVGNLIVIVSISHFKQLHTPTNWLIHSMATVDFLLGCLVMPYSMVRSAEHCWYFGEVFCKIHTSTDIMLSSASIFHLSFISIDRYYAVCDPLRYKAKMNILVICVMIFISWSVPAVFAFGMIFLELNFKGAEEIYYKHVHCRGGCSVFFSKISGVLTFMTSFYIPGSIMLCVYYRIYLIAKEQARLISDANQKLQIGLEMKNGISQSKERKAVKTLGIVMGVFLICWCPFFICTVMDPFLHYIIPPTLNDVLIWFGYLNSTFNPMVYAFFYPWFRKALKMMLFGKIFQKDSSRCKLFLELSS
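System: CHO RD-HGA16 cells bearing hTAAR1. Reagent: EC80 β-phenethylamine stimulus. Schedule: seeding 17-24 h prior, 75-min 37 °C, 30-min RT dye loading. Signal: Fluo-8 intracellular calcium dye fluorescence, real-time kinetic reads. Read-out: % inhibition from peak post-agonist over basal fluorescence ratio. Benchmarks: vehicle wells and EC80 agonist wells. Replicates: n of 1.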
OXTR potentiator – potentiators of human oxytocin receptor; P30559; CHO-OTR cells, Fluo-8 calcium fluorescence, potentiator mode; 0% = oxytocin EC15, 100% = EC100; activation, % at 3 µM; hit rate 0.061% among 320,000;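 active means activation above that plate's cutoff, the mean activation of tested compounds plus 3 SD, cut at about 6.6% in these data, passing the limit was not always enough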;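 further: 100% uses oxytocin at 75 nM as the full agonist control; some results filed as inactive read as strong as hits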
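Material: CHO-OTR cells, human receptor; compound dosing: single dose, 3.0 µM nominal final compound concentration; schedule: 6 min compound pre-incubation at room temperature, 100 s kinetic read; measured by: kinetic Fluo-8 calcium fluorescence; read-out basis: % activation vs EC15 and EC100 oxytocin; controls: EC15 oxytocin alone as 0%, 75 nM oxytocin as 100%; replicates: singlicate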
CHO parental Ca – signal in parental CHO cells, OX1R antagonist counter-screen; inhibition, % at 5.6 µM; hit rate 0.63% among 330,000; parental CHO-K1, ATP-induced calcium, Fluo-8 fluorescence;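 active means inhibition above that plate's mean sample inhibition plus 3 SD, cut at about 26% in these data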;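 further: 0% = ATP-challenged DMSO wells and 100% = DMSO wells without ATP; some compounds past the cut are filed as inactive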
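Material – parental CHO cells · Reagent – ATP stimulus · Compound – single nominal dose of 5.6 µM per compound · Detection – Fluo-8 fluorescence · Read-out basis – percent inhibition of calcium signal · Controls – ATP-challenged DMSO wells low, unchallenged DMSO wells high · Repeats – no replicates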
V1aR counter – counter-screen for oxytocin receptor agonists: human V1a receptor agonists; P37288; CHO-V1R cells, Fluo-8 calcium fluorescence, agonist mode; 0% DMSO, 100% 3 nM vasopressin; activation, % at 3 µM; hit rate 0.25% among 320,000;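 active means activation above the mean activation of all tested compounds plus 3 SD, per screening run, cut at about 20% in these data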;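 further: signal is peak over basal fluorescence ratio across a 100 second FLIPR read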
Target sequence (P37288 whole entry, looked up): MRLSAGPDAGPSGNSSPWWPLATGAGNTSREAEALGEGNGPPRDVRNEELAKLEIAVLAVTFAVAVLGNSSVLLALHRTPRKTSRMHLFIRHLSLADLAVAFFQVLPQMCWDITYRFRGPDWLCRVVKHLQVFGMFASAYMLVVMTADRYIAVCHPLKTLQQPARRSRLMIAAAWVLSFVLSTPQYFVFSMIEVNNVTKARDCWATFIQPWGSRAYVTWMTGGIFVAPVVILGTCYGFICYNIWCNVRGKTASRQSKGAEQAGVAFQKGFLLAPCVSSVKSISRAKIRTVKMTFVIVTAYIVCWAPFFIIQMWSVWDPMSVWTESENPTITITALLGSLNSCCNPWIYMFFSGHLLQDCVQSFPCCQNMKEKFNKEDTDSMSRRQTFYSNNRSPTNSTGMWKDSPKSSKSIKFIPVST
CHO-K1 Ca PAM – nonselective activator or artifact in parental CHO-K1 calcium assay; ATP EC20, Fluo-8 calcium fluorescence; 0% at ATP EC20, 100% at ATP max; activation, % at 3 µM; hit rate 0.02% among 360,000;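 active means activation above the run cutoff, the mean activation of all test compounds plus 3 SD, cut at about 40% in these data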;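 further: peak over basal fluorescence ratio in a 140 s read after ATP addition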
M1 ag parental – M1 agonist counterscreen hit in parental CHO-K1 cells | Fluo-8 calcium fluorescence; scaled to maximal ATP response, vehicle zero | activation, % at 3 µM | hit rate 0.48% among 360,000; in the data active means activation above about 15%;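 further: untransfected CHO-K1 host cells lacking M1 receptor as counterscreen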
An asterisk follows results filed as active; / = not tested or not shown.

SMILES	OXTR agonist	CHO-K1 Ca antag	GPR7 antagonist	TAAR1 antag	OXTR potentiator	CHO parental Ca	V1aR counter	CHO-K1 Ca PAM	M1 ag parental
COc1ccc(-c2ccc(CN3C(C(C)C)C(=O)N(Cc4cn(CCC5OCCCO5)nn4)CCS3(=O)=O)cc2)cc1OC (stereo unspecified)	/	5	/	-17	/	/	/	-15	0.4
O=C1C(=O)N(CCN2CCOCC2)C(c2ccncc2)/C1=C(/O)c1ccc2c(c1)OCO2 (stereo unspecified)	0.9	-12	2	8	-2	4	0.9	11	-0.7
O=C(CCNC(=O)C1CCN(S(=O)(=O)c2ccc(F)cc2)CC1)Nc1ccccc1	-0.5	-6	-6	-3	-5	-10	-0.6	4	1.3
O=C(COC(=O)c1cccc(S(=O)(=O)N2CCCC2)c1)NCc1ccccc1	0.2	-4	-12	0	-2	-6	0.4	-5	0.1
Cc1c(NC(=O)COC(=O)c2ccccc2O)c(=O)n(-c2ccccc2)n1C	/	9	/	-8	/	/	/	-2	-0.1
O=[N+]([O-])c1cccnc1N1CCC(c2cc(-c3ccc(Cl)cc3)n[nH]2)CC1	0.5	2	-13	36	-12	-18	-0.2	13	0.7
Cc1nn(C2CCS(=O)(=O)C2)c(C)c1CN(C)C(=O)c1ccccc1 (stereo unspecified)	1.0	-10	/	1	2	-8	1.1	23	6.8
O=C(COC(=O)Cc1n[nH]c(=O)c2ccccc12)NNC(=O)c1ccc(Cl)cc1	0.5	-8	/	-10	2	-24	-0.9	9	-0.3
O=C(Cn1ncc2c(=O)oc3ccccc3c21)N1CCCN(Cc2ccccc2F)C1	-0.8	-7	-7	22	-3	-13	-0.4	16	2.2
CCOC(=O)N1CCC(NS(=O)(=O)c2ccc(C)cc2)CC1	0.3	7	-3	-8	-2	-10	0.8	-11	1.6
O=C(CN1CCN(S(=O)(=O)c2ccc(Cl)cc2)CC1)Nc1ccc(N2CCOCC2)cc1	6.0	-13	-6	-8	-5	-6	3.8	29	5.3
N=c1c2c3c(sc2ncn1CCN1CCOCC1)CCCCC3	-0.4	-23	17	-23	-14	-19	-0.8	12	1.1
CC(C)(C)c1ccc(/C=N/NC(=O)C[n+]2ccccc2)cc1	0.9	-3	-1	-26	-1	0	-0.6	4	0.3
CCN(C(=O)C=Cc1ccco1)c1ccccc1	/	-5	/	-13	/	/	/	-2	-0.1
COc1ccc(-c2ccc(=O)n(CC(=O)NCC3COCCO3)n2)cc1 (stereo unspecified)	0.1	-8	/	-29	-7	4	0.6	15	0.6
CCc1n[nH]c2c1/C(=N\O)CC(C)(C)C2	-0.3	14	-2	-8	-1	-8	0.6	-2	-0.4
Cn1c(CNC(=O)c2ccc(Cl)c(Cl)c2)nnc1SCC(=O)Nc1sc2c(c1C#N)CCCC2	0.7	6	-6	-9	2	-6	1.2	2	-0.1
COC(=O)c1sc(-c2ccccc2)cc1NC(=O)c1ccccc1	-1.6	-5	-4	-4	-3	-3	0.9	15	0.1
CN(C)c1ccc(NC(=O)c2ccc(N3CCOCC3)nc2)cc1	0.7	3	-13	-23	-4	11	1.9	7	1.3
Cc1ccc(S(=O)(=O)N2CCN(CC(=O)NCC3(N4CCOCC4)CCCCC3)CC2)cc1	/	-5	/	-11	/	/	/	18	0.5

As entered above:
Under M1 ag parental, COC(=O)c1sc(-c2ccccc2)cc1NC(=O)c1ccccc1 has the entry 0.1
Under OXTR agonist, Cc1nn(C2CCS(=O)(=O)C2)c(C)c1CN(C)C(=O)c1ccccc1 (stereo unspecified) has the entry 1.0
Under OXTR potentiator, CN(C)c1ccc(NC(=O)c2ccc(N3CCOCC3)nc2)cc1 has the entry -4

Continuation.
SMILES	OXTR agonist	CHO-K1 Ca antag	GPR7 antagonist	TAAR1 antag	OXTR potentiator	CHO parental Ca	V1aR counter	CHO-K1 Ca PAM	M1 ag parental
COc1ccc(-n2ncc3c(N4CCCCC4)ncnc32)cc1	-1.9	17	-8	/	-8	-14	-0.5	-12	1.8
CCOC(=O)c1c(N)sc(C(C)=O)c1C	-1.0	-3	-3	-31	2	-6	-0.4	18	0.8
CCOC(=O)c1ccc(S(=O)(=O)Nc2ccc3cn[nH]c3c2)cc1	15	2	-13	20	-23	35	11	12	6.7
Oc1ccccc1/C=N/NC(=S)NCCc1ccccc1	/	-3	-31	19	/	/	/	7	2.1
COc1ccc(CCNC(=O)CCC2COc3ccccc3O2)cc1OC (stereo unspecified)	-0.7	-24	-4	5	1	-10	0.6	15	0.1
CC(=O)N1CCc2c(sc(NC(=O)Cc3ccccc3)c2C(N)=O)C1	1.1	3	0	8	-5	4	0.7	-6	-0.3
NC(=O)c1cnn2c(C(F)(F)F)cc(-c3ccccc3)nc12	-1.6	-13	1	7	1	-17	-1.2	21	0.9
O=c1[nH]n2c(=O)c3c([nH]c2c1N=Nc1cccc(Cl)c1)CCCC3	-2.6	-4	-9	2	-10	-2	-0.9	12	-0.3
C/C(=N/OC(=O)c1ccc(C)cc1)c1cccs1	-0.1	8	13	-25	-10	-24	-0.1	-5	-0.9
CCOC(=O)c1c(C)[nH]c(C(=O)COC(=O)c2ccccc2NC(=O)c2ccco2)c1C	-0.3	32*	-4	20	-4	-24	0.3	-10	0.0
CCCC(=O)Nc1nc2c(C)c(Cl)ccc2s1	-1.3	-16	-11	8	-9	9	3.3	15	7.2
COCCn1c(CN(C)Cc2ccccc2)nc2c1c(=O)n(C)c(=O)n2C	-0.8	16	-12	-27	-8	5	2.1	-4	0.8
Cc1ccccc1C(OCCN(C(C)C)C(C)C)c1ccccc1 (stereo unspecified)	1.9	1	7	-5	2	-12	0.3	8	0.1
CC(=O)c1cccc(CN2CCCC(CCC(=O)NCc3ccc(F)c(F)c3)C2)c1 (stereo unspecified)	-0.3	-10	-9	0	1	-20	0.8	19	1.1
COc1ccc(C2C(C(C)=O)=C(O)C(=O)N2c2ccc(F)cc2)cc1 (stereo unspecified)	1.4	6	-19	-11	-6	3	0.0	-9	0.2
Cc1ccc(S(=O)(=O)N2CC(O)C[C@H]2C(=O)OCC(=O)Nc2ccc(N3CCCCC3)cc2)cc1C (stereo partly specified)	3.1	17	/	-9	-6	-21	2.5	2	-0.2
C/C(=N\NC(=O)c1ccc(CSc2cccc3cccnc23)cc1)C1CCCCC1	0.6	4	-13	1	-1	-14	0.2	-8	0.3
COc1ccccc1NS(=O)(=O)c1ccc2oc(SC(C)C(=O)N3CCNC3=O)nc2c1 (stereo unspecified)	14	13	/	74*	-12	-10	14	-20	13
COc1ccc(C(=O)c2ccc(Cl)cc2Cl)cc1	-1.8	-10	-16	-7	-13	-14	-1.2	2	-0.6
O=C(NC(=S)Nc1nc2ccccc2s1)c1ccco1	0.7	-1	-8	20	-10	2	0.9	17	0.9
COc1ccc(CC(=O)NNC(=O)c2cccnc2)cc1OC	0.9	0	4	-15	-7	-1	1.9	16	1.6
Cn1c(CSCc2ccc(F)cc2)nnc1SCC(=O)Nc1cccc(C(=O)O)c1	0.3	-10	-3	-22	-4	-4	0.4	17	1.7
CC(=O)Nc1ccc(NC(=O)C(C)N2CCN(S(=O)(=O)c3ccc(C)cc3)CC2)cc1 (stereo unspecified)	1.6	-10	-5	-23	12	-4	1.9	13	0.4
COc1cc(Cn2ccnc2)c(OC)cc1Cn1ccnc1	0.0	-24	2	5	0	-9	-0.3	4	1.2
O=C1/C(=C/c2cccc(Br)c2)SC(=S)N1/N=C/c1cc([N+](=O)[O-])ccc1O	2.9	-4	-4	-20	-1	-3	1.6	16	2.3
CCOC(=O)CSc1nc(C)c2ccccc2n1	-0.9	1	1	-5	-2	11	0.2	-1	0.5
COCCNC(=S)Nc1ccc([N+](=O)[O-])cc1C	0.2	-9	-11	1	-6	-3	0.1	16	7.7
CC1CCN(C(=O)COC(=O)c2cc3ccccc3oc2=O)CC1	-0.8	-20	/	-14	0	-11	0.5	13	0.0
C/C(=N\NC(=S)NCCc1ccccc1)c1ccc(Cl)cc1Cl	-0.7	-2	-4	23	-10	2	2.2	-1	0.0
COc1ccc(-c2cc3nc(NCCOc4ccccc4)ccn3n2)cc1	/	-1	/	33	/	/	/	8	2.1
COC(=O)c1c(NC(C)=O)sc(C(=O)N2CCOCC2)c1C	0.8	-22	-13	-2	-4	-10	-0.1	8	0.5
Cc1ccc(C(=O)c2c3ccc(C(F)(F)F)cc3[n+]([O-])n2CCCN)cc1	5.0	4	/	4	-3	-1	1.6	-8	1.5
CN(CC(=O)Nc1ccccc1Br)C(=O)COc1ccc2ccccc2c1	2.0	-9	/	-14	-5	-16	1.6	0	7.3
O=C(c1ccc([N+](=O)[O-])c(CS(=O)(=O)c2ccc(Cl)cc2)c1)N1CCCCC1	-0.1	-12	-3	-14	-2	-2	0.9	12	2.1
Cc1nc(C)n(CC(=O)c2ccc(Cl)cc2Cl)n1	-2.2	14	-6	-42	-2	-8	-0.1	-22	-0.1
CCOC(=O)C1CCN(C(=O)CNC(=O)OC(C)(C)C)CC1	1.2	-3	-16	2	-2	-17	2.8	17	0.6
Cc1c(OCC(=O)N(C)C)ccc2c3c(c(=O)oc12)CCCCC3	0.7	25*	19	14	-8	-17	2.2	-13	0.7
COc1ccc(-c2ccnc3nc(N4CCN(c5ccccc5)CC4)nn23)cc1	-1.0	-6	-9	15	3	-13	-0.4	15	0.0
COc1ccc(NC(=O)c2cnc(SC)nc2)cc1	0.1	3	-2	-15	0	-5	1.0	-16	0.0
Cc1cccc(N(C(=O)CNC(=O)c2ccco2)C(C(=O)NC2CCCC2)c2cccnc2)c1 (stereo unspecified)	-0.2	-11	-5	-2	-8	-9	0.4	23	1.1
CCOc1ccccc1NC(=O)CN1C(=O)COc2ccc(Cl)cc21	1.0	-2	1	6	-3	-9	0.1	2	0.2
CCOc1cc(/C=N/NC(=O)C(O)(c2ccccc2)c2ccccc2)ccc1OC(=O)c1ccco1	-1.3	-6	/	80*	-17	-2	0.5	16	6.4
Cc1ccccc1-n1c(C)nnc1SCc1nc2ccccc2s1	0.2	-13	2	-8	-8	-15	0.5	15	0.7
CCN(C(=O)CSc1ncn[nH]1)C1CCCCC1	0.8	-7	-3	-4	2	-5	-0.4	23	1.1
O=C(Cc1ccc(Cl)cc1)Nc1ccc(-c2cc3ccccc3oc2=O)c(Cl)c1	-0.5	5	5	3	-3	-18	1.6	16	0.8
O=C(NN=C1CCCCCC1)c1ccc2c(c1)OCO2	-0.1	-9	15	-2	-3	-10	-0.2	22	0.5
Cc1cccc2[nH]c(-c3ccc(NC(=O)c4ccco4)cc3)nc12	2.8	0	-12	14	-9	-7	2.3	11	2.6
